Vif-APOBEC3F blk: Vif-A3F binding inhibition; 390,000 compounds, 0.2% hits; Potency, µM (doses to about 46.1 µM), inactives show at the top dose activity, negative = active; HeLa A3F-eYFP + Vif (tagged APOBEC3F with the HIV-1 protein that degrades it), YFP fluorescence increase; also: potency is read from the fitted curve at half-maximal effect; % of control where 0% means no effect; nearly all actives have a fitted effect of over 65% in size
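HeLa cells stably expressing A3F-eYFP plus Vif, plated and incubated overnight at 37 deg C, then exposed to compounds overnight at 37 deg C. Blocked degradation read as raised yellow fluorescence (Ex 488/Em 500-530).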
RGS4 inhibitor: blocks human RGS4-accelerated GTP hydrolysis; P49798; Transcreener GDP fluorescence polarization, RGS4-accelerated GTP hydrolysis; Potency, µM (top dose mostly 114 µM), without a hit: at the top dose activity change, negative = inhibition, most hits filed as inhibitors; 390,000 compounds, 0.039% hits; AID 504845; also: potency is read from the fitted curve at half-maximal effect; % is scaled to controls: 0 for no effect and ±100 for the full control effect; nearly all actives have a fitted effect of over 75% in size; some results filed as inactive show a strong effect at the top dose
Target sequence (P49798 whole entry, looked up): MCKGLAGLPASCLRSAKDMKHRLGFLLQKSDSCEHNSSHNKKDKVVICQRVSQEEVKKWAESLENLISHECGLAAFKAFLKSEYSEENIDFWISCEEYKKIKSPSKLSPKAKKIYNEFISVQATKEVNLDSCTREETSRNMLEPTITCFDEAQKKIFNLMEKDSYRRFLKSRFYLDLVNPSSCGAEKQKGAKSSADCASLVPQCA
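MLSMR compounds (23 nl, pin-transferred) preincubated 10 min at room temperature with a 500nM (2x) first reagent, then RGS4 at 900nM (2x) plus Transcreener GDP mix added; fluorescence polarization (620/688 nm) read before and after 90 min at 30 °C.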
TrxR1 substrate: rat thioredoxin reductase 1 substrate activity; Potency, µM (series often up to 114 µM), without a hit: at the highest dose activity change, negative = substrate turnover; O89049; purified TrxR1 substrate turnover, NADPH consumption readout; 390,000 compounds, 0.01% hits; also: potency is read from the fitted curve at half-maximal effect; % is scaled to controls: 0 for no effect and ±100 for the full control effect; nearly all actives have a fitted effect of over 50% in size
Target sequence (O89049 whole entry, looked up): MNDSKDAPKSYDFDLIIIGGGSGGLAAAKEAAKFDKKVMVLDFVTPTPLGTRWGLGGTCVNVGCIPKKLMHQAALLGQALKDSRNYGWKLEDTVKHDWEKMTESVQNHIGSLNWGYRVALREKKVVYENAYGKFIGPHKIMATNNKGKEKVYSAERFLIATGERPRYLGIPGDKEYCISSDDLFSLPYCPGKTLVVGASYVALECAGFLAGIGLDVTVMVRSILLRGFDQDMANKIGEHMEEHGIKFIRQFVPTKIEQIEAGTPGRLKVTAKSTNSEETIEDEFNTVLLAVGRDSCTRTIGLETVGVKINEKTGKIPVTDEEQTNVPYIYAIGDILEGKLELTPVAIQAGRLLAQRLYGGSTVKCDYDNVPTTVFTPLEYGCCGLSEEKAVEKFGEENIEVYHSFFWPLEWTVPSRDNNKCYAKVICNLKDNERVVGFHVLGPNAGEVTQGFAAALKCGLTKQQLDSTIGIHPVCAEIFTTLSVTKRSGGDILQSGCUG
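Rat TrxR1, dispensed at 90 nM, was prereduced with 400 uM NADPH (final) for 5 min at ~22 deg C, then incubated with compound 15 min before 400 uM selenite. A first-read NADPH fluorescence drop versus no-compound background flagged substrates.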
Glioma ERSR ind: induces the endoplasmic reticulum stress response in human glioma cells. U87-MG GRP78 promoter luciferase reporter, 16 h. Potency, µM, inactives show top-dose activation, most hits filed as activators. 420,000 compounds, 0.02% hits; also: potency is read from the fitted curve at half-maximal effect; series mostly up to about 76 µM; % of control where 0% means no effect; nearly all actives have a fitted effect of over 35% in size
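Stably transfected U87-MG glioma cells carrying a GRP78-based luciferase sensor; 16 h compound incubation. Luminescence end-point read 10 min after Bright-Glo addition at room temperature.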
TrxR1 inh: rat TrxR1 inhibition; O89049; recombinant rTrxR1, NADPH fluorescence consumption, selenite substrate; Potency, µM (titrated, usually from 114 µM), for the others: top-dose activity change, negative = inhibition, usual class: inhibitors; 390,000 compounds, 1% hits; AID 588453; also: potency is read from the fitted curve at half-maximal effect; % is scaled to controls: 0 for no effect and ±100 for the full control effect; nearly all actives have a fitted effect of over 65% in size
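Rat TrxR1 (90 nM in the dispensed reagent) was pre-reduced with 400 uM NADPH for 5 min at room temperature, then incubated with compound for 15 min. After 400 uM selenite was added, NADPH fluorescence (Ex 340/Em 450 nm) was followed for 8 min.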
LDHA inh: blocks human lactate dehydrogenase A; P00338; purified LDHA, NADH/diaphorase-resazurin fluorescence; stronger effect = lower value; activity change, % (values are at about 110 or 230 µM); 480,000 compounds, 0.15% hits; in the data active = activity change below about -30%; inconclusive = mostly about -25% to -30%;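 also: plate controls were DMSO wells for no effect and wells without enzyme for full effect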
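Enzyme activity of human lactate dehydrogenase 5 (2 nM; 0.06 mM NADH, 0.2 mM pyruvate, 5 min, RT) is measured via a resazurin/diaphorase fluorescence readout of residual NADH.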
mIDH1 inhibitor: blocks human mutant IDH1 R132H enzyme | IDH1-R132H enzyme, NADPH consumption, diaphorase/resazurin fluorescence | Potency, µM (highest dose often 76.6 µM), for the others: at the highest dose activity change, negative = inhibition, actives largely listed as inhibitors | 390,000 compounds, 0.093% hits | AID 602179; also: potency is read from the fitted curve at half-maximal effect; % is scaled to controls: 0 for no effect and ±100 for the full control effect; nearly all actives have a fitted effect of over 65% in size
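IDH1-R132H (0.5 ug/mL) preincubated 30 min with compound, then NADPH (0.016 mM) and alpha-KG (2 mM) added; 80 min at RT, pH 7.5. Remaining NADPH coupled via diaphorase/resazurin to fluorescence (540/590 nm); concentration-response curves normalized to no-enzyme control.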
Vif-A3G inh: Vif-A3G binding inhibition | Q9HC16 | HeLa A3G-eYFP + Vif (tagged APOBEC3G with the HIV-1 protein that degrades it), YFP fluorescence, overnight | Potency, µM (highest dose often 46.1 µM), for inactives: top-dose activity, negative = active, hits mostly inhibitors | 410,000 compounds, 0.076% hits | AID 602310;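 also: potency is read from the fitted curve at half-maximal effect; % is scaled to controls: 0 for no effect and ±100 for the full control effect; nearly all actives have a fitted effect of over 60% in size; hits raise eYFP signal because A3G escapes Vif-driven loss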
Target sequence (Q9HC16 whole entry, looked up): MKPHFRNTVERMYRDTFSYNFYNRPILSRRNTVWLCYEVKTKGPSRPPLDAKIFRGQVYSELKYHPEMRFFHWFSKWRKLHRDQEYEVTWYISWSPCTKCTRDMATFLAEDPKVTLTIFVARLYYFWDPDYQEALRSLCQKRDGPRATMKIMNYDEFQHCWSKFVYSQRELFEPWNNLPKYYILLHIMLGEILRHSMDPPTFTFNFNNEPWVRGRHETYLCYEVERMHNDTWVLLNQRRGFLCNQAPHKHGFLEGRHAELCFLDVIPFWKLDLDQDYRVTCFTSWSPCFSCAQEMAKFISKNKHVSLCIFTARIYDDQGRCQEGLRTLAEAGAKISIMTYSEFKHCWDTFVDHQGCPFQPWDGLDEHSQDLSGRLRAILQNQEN
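HeLa cells stably expressing Vif and C-terminally eYFP-tagged A3G, seeded overnight at 37 deg C, then exposed to compound by pintool overnight at 37 deg C. Rise in yellow fluorescence (Ex 488/Em 500-530, Acumen) marks blocked Vif-driven A3G degradation.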
USP1 inh: inhibitors of human USP1/UAF1 deubiquitinase; recombinant USP1/UAF1, Ub-Rhodamine cleavage fluorescence; O94782; AID 743255; Potency, µM (titrated, usually from 57.1 µM), without a hit: top-dose activity change, negative = inhibition, usual class: inhibitors; 390,000 compounds, 0.23% hits; also: potency is read from the fitted curve at half-maximal effect; % is scaled to controls: 0 for no effect and ±100 for the full control effect; nearly all actives have a fitted effect of over 60% in size; inactives centre near -12
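High-throughput fluorogenic screen: 1nM USP1/UAF1 complex, Ub-Rho substrate 150nM final, 50mM HEPES pH 7.8 with 0.5mM EDTA, 0.1 mg/ml BSA, 1mM TCEP and 0.01% Tween-20.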
Starred values were filed as active, the others as inactive; u = inconclusive; x = not tested or not shown; & = joins results of further samples; [ ] = remark or other dose. Unless noted, calls follow the shape of the dose curve; as a rule, active = well fitted curve in the direction sought with a large enough effect; inconclusive = small, poorly fitted or top-dose-only effect, or another doubt; inactive = no such curve, though single readings can be large; an effect the other way counts as inactive or inconclusive.

Second line of a record – Vif-APOBEC3F blk	RGS4 inhibitor	TrxR1 substrate	Glioma ERSR ind	TrxR1 inh	LDHA inh	mIDH1 inhibitor	Vif-A3G inh	USP1 inh
1	CCOC(=O)C(C(=O)OCC)C1N=C(N)N=C2Oc3ccccc3N21 (stereo not given)
→ -6%	-1%	66%[activator]	5%	38%[activator]	2	-2%	-2%	-13%
2	COC(=O)CSc1nnc(CNc2ccc(Cl)cc2)n1Cc1ccccc1
→ -8%	25%	0%	-2%	10%	-3	5%	-1%	-8%
3	CCn1c(C)nc2cc(C(=O)NNC(=S)Nc3ccc(OC)cc3)ccc21
→ -9%	-19%	10%[57.1 µM]	-1%	22%[57.1 µM]	-2	2%	1%	-32%
4	c1cc2c(c(NCc3ccncc3)c1)CCCC2
→ -6%	-15%	5%[57.1 µM]	-8%	14%[2.29 µM]	4	2%	-5%	-12%
5	O=C1OC(OC2CCCCC2)(c2ccccc2)c2ccccc21 (stereo not given)
→ -13%	3%	1%	-5%	8%	-1	1%	0%	-13%
6	CCCCC(=O)N/N=C/c1ccc(N2CCOCC2)c([N+](=O)[O-])c1
→ -6%	-26%	-8%	0%	-12%	-7	-2%	-1%	-24%
7	O=C(NCC(=O)N1CCN(Cc2ccccc2)CC1)c1ccc(Cl)cc1
→ -5%	27%	-12%	-4%	-22%	-10	-1%	2%	-4%
8	O=C(Cn1ncc2c(Cl)cccc21)NCc1cccc(Cl)c1
→ 2%	-31%	2%	0%	4%	-2	-2%	-1%	14%
9	CCC(C)C(NS(=O)(=O)c1ccc(C)cc1)C(=O)N1CCOCCOCCOCC1 (stereo not given)
→ 3%	4%	-2%	-4%	-5%	2	1%	2%	-11%
10	N#Cc1ccccc1NS(=O)(=O)c1ccc(N2CCCCS2(=O)=O)cc1
→ 5%	11%	2%[57.1 µM]	-1%	12%[57.1 µM]	-5	-9%	1%	4%
11	O=C(Nc1ccc(Br)c(C(F)(F)F)c1)c1ccc(C(F)(F)F)cc1
→ 4%	-20%	-3%[57.1 µM]	0%	19%[57.1 µM]	-2	-1%	-10%	-14%
12	CCOCCCNC(=O)C1CC(=O)N(C2CCCC2)C1 (stereo not given)
→ 5%	-27%	-3%	-4%	7%	3	1%	-1%	-10%
13	O=C(O)CCCC(=O)Nc1ccc(Cl)c(Cl)c1
→ 4%	-20%	5%	-1%	20%[57.1 µM]	-7	7%	-10%	-10%
14	COc1cccc(C2=NO[C@@H]3C(=O)N(Cc4ccccc4)C(=O)[C@H]23)c1OC
→ 6%	-7%	7%	-5%	4%	-3	12%	1%	-23%
15	O=C(CN(Cc1ccco1)C(=O)c1nsc(Cl)c1Cl)NC1CCCCC1
→ 6%	-9%	-8%	-1%	1%	-1	-2%	0%	-2%
16	CC(OC(=O)c1cccc(S(=O)(=O)N2CCCC2)c1)C(=O)NC1CCCCC1C (stereo not given)
→ -14%	-6%	-6%[57.1 µM]	-6%	6%	0	4%	-2%	-3%
17	Nn1cnc2scc(-c3ccco3)c2c1=O
→ -29%	-53%	0%	-5%	u	1	0%	-7%	-15%
18	COc1ncnc2c1ncn2CCCNCc1ccccn1
→ -11%	x	x	0%	x	-4	0%	2%	-19%
19	CN(C)S(=O)(=O)c1ccc(C(=O)NCC(=O)Nc2ccc(F)c(F)c2)cc1
→ -17%	-6%	6%	-3%	21%	-6	3%	-3%	-26%
20	Cc1ccc(NC(=S)Nc2ccc(C(C)C)cc2)cc1S(=O)(=O)N1CCCCCC1
→ 1%	-38%	0%	2%	-1%	-15	1%	4%	-12%
21	COc1cccc(C2c3[nH]c4ccccc4c3C[C@H]3C(=O)N(CCCO)CC(=O)N23)c1OC (stereo not given in full)
→ -4%	13%	2%	0%	17%	-5	0%	-4%	-21%
22	CCOc1ccccc1-n1ccn(CC(=O)Nc2ccc(Br)cc2F)c(=O)c1=O
→ u	18%	10%	-4%	24%	-6	6%	-2%	-3%
23	CN(Cc1ccc(F)cc1)C(=O)c1cccc(S(=O)(=O)NCc2ccccc2)c1
→ 0%	25%	-4%[57.1 µM]	-2%	-1%[57.1 µM]	-4	-10%	-5%	1%
24	CCN(CC)CCOC(=O)c1ccc(NC(=O)C2(c3ccccc3)CCCC2)cc1
→ 6%	23%	4%	-8%	12%	-6	5%	3%	-4%
25	NS(=O)(=O)c1ccc(CCNC(=O)c2cc(-c3cc(Cl)ccc3O)n[nH]2)cc1
→ -1%	-3%	-12%	-1%	-17%	-6	-15%	-15%	-9%
26	CC(C)(C)C(=O)NC1=NN(c2c(Cl)cc(Cl)cc2Cl)C(=O)C1
→ -7%	14%	-1%	-3%	21%	-5	-7%	1%	1%
27	O=C(NNc1ccc(Cl)cc1)c1sccc1Cl
→ 2%	u	-2%	-4%	3%	5	-1%	-21%	5%
28	COc1ccc(CCN2CCCn3c2nc2c3c(=O)n(CC(N)=O)c(=O)n2C)cc1OC
→ 7%	-20%	18%[57.1 µM]	-6%	29%[57.1 µM]	-7	5%	1%	-20%
29	COc1cc(/C=N/NS(=O)(=O)c2ccc(Br)cc2)ccc1O
→ 2%	-6%	-2%	-1%	-11%	-2	26%	-5%	-16%
30	O=C(COC(=O)Cc1c(F)cccc1Cl)Nc1ccc2[nH]c(=O)[nH]c2c1
→ 4%	-7%	1%	-3%	18%	2	2%	2%	-1%
31	CCn1ncc2c1C(=O)NC1c3ccccc3C(=O)N21 (stereo not given)
→ -11%	-13%	7%	2%	11%	2	-1%	1%	-17%
32	COc1ccc(/C(C)=N/NC(=O)c2nnn(-c3nonc3N)c2-c2ccccc2)cc1
→ -7%	-14%	21%	-5%	17%	-1	2%	-9%	-13%
33	O=C(NCCN1C(=O)S/C(=C\c2cccc(Cl)c2Cl)C1=O)C1=COCCO1
→ -29%	-10%	2%	-2%	4%	-13	1%	u	-12%
34	CCOc1ccccc1NC(=O)NC(C)c1ccncc1 (stereo not given)
→ -1%	12%[11.4 µM]	2%	1%	19%	-5	12%	0%	-17%
35	COC(=O)c1cc(OC)cc(O)c1C(=O)c1c(O)cc(C)cc1O
→ -7%	-1%	4%[57.1 µM]	-1%	4%[57.1 µM]	3	-4%	-10%	-24%
36	Cc1ccc(CN2C(=O)c3ccccc3Sc3ccc(C(=O)NCCCN4CCOCC4)cc32)cc1
→ 4%&-15%	-1%&-9%	1%	-5%&-3%	14%	-1&-2	1%&1%	-9%&-30%	-21%&-9%
37	Cc1ccccc1-n1ncc(C(C)NS(=O)(=O)c2ccccc2Cl)c1C (stereo not given)
→ 8%	-1%	-1%	-6%	-7%	4	8%	0%	-8%
38	COc1ccccc1N1CCN(S(=O)(=O)CC23CCC(CC2=O)C3(C)C)CC1 (stereo not given)
→ 1%	5%	4%[57.1 µM]	-3%	6%[57.1 µM]	2	1%	-4%	-14%
39	CCc1ccc(OCC(=O)NC(NC(=S)Nc2ccc(Cl)cc2)C(Cl)(Cl)Cl)cc1 (stereo not given)
→ -18%	-30%	0%	-7%	11%	u	1%	-17%	-21%
40	O=[N+]([O-])c1c(C(Cl)Cl)nn(-c2ccc(Cl)cc2)c1N1CCCCC1
→ -22%	15%	-12%	-10%	-8%	-1	2%	1%	-4%
41	Cc1ccc(NC(=O)CN2CCCCCC2)c(Br)c1
→ -6%	4%	-4%	1%	-7%	1	2%	-6%	-13%
42	COCc1c(Br)c(C)nc2sc3c(=O)[nH]nnc3c12
→ -4%	-11%[56.9 µM]	-8%	2%	-5%	-4	-2%	1%	-9%
43	O=C(COC(=O)c1ccccc1NCCO)NCC1CCCCC1
→ 1%	20%	115%[activator]	-4%	43%[activator]	-6	0%	-1%	-19%
44	COc1ccc(CNc2nc3ccccc3n2CCN2CCCCC2)c(OC)c1
→ 0%	-35%	-9%	-7%	-8%	1	0%	4%	-14%
45	Cc1ccc(N2CCN(S(=O)(=O)c3nnc(NC(=O)c4cccc(F)c4)s3)CC2)cc1
→ -6%	-27%	2%	-2%	6%	4	19%	3%	-9%
46	CC(C)(CNC(=O)c1cccc(S(=O)(=O)Nc2ccc(SC(F)F)cc2)c1)N1CCOCC1
→ 1%	-30%	1%	-4%	48%[activator]	0	1%	4%	0%
47	CCCOc1ccc(C(=O)NNC(=S)NC(=O)c2ccccc2)cc1
→ -9%	-13%	4%[57.1 µM]	u	18%[2.29 µM]	-10	4%	-1%	-7%
48	CCOc1ccc(S(=O)(=O)N(C)C2CCCCC2)cc1
→ 0%	-11%	-1%	-8%	12%	-1	16%	-8%	-15%
49	CCOC(=O)c1c(C)[nH]c(C)c1S(=O)(=O)N1CCC(C(=O)N2CCN(c3cccc(C)c3)C(C)C2)CC1 (stereo not given)
→ -5%	17%	-10%[57.1 µM]	-2%	1%[57.1 µM]	-4	-1%	-6%	-25%
50	Cc1nc(-c2ccc(-n3nncc3-c3ccco3)cc2)cs1
→ -8%	-4%	2%	1%	-30%	-7	-2%	4%	-11%

As entered above:
Value for no. 45 in TrxR1 substrate: 2%
Value for no. 42 in mIDH1 inhibitor: -2%

High-throughput results deposited in PubChem BioAssay by National Center for Advancing Translational Sciences (NCATS).

These rows are one share of the data; count on the stated rates, not on these rows.
